Source: PubChem
SENP8 inh = SENP8 protease inhibition; purified SENP8, Z-RLRGG-aminoluciferin cleavage, luminescence; inhibition, % at 10 µM; 1.2% of 330,000 active; AID 2540
EBI2 block = antagonists of human EBI2 receptor | inhibition, % at 5 µM | 0.81% of 360,000 active | AID 651636 | P32249 | EBI2 beta-arrestin recruitment, luminescence, 7a,25-OHC stimulated; in the data active = inhibition above about 38%;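 also: enzyme fragment complementation signal reports receptor beta-arrestin coupling in cells; 0% = agonist plus DMSO wells and 100% = wells without agonist; some results beyond the cut were filed as inactive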
Apaf1 inhib = blocks human Apaf-1 apoptosome activity; 0.71% of 330,000 active; inhibition, % at 20 µM; AID 489030; reconstituted apoptosome caspase-3 activity, DEVD-Rh110 fluorescence; active = inhibition of at least 40% at 20 µM;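 also: plate controls were DMSO wells for no effect and DEVD-CHO caspase inhibitor wells for full effect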
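Material: reconstituted apoptosome with Apaf-1, cytochrome c, caspase-9, procaspase-3, dATP; medium: pH 7.5 Hepes buffer with CHAPS, BSA, DTT; also added: cytochrome c and DEVD-Rh110 substrate; timing: 30 min plus 50 min, RT; signal: Rh110 fluorescence intensity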
697 NFkB inh = lowers PMA/ionomycin-induced NF-kB signal in 697 B cells. 697 B-cell NF-kB luciferase reporter, 16 h. inhibition, % at 4 µM. 0.33% of 330,000 active. AID 435022; in the data active = inhibition above about 35%
CCR6 antagonist = CCR6 (human) receptor antagonism | P51684 | CHO-K1 CCR6 PathHunter beta-arrestin, luminescence, CCL20-stimulated | inhibition, % at 20 µM | 0.49% of 340,000 active | AID 493098;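 active = compounds whose inhibition of the agonist-driven luminescence signal at 20 µM reaches about 50%, limit read from the data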;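 also: cells stimulated with CCL20 at 14 nM final; plate controls were DMSO with CCL20 for no effect and DMSO without agonist for full effect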
UBC13 polyUb = inhibitors of human UBC13 polyubiquitin chain formation; P61088; TR-FRET; inhibition, % at 20 µM; 0.47% of 330,000 active; AID 485273; in the data active = inhibition above about 45%, passing the limit was not always enough
Gli-Sufu antag = Gli-Sufu pathway antagonism | Sufu-KO-LIGHT fibroblasts, Gli luciferase reporter luminescence | inhibition, % at 5 µM | 0.74% of 340,000 active | AID 588413;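 active = inhibition above about 55%, limit read from the data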;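 also: 0% = DMSO-treated cells and 100% = wells with medium but no cells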
Jurkat NFkB inh = inhibitors of the PMA/ionomycin-induced NF-kB reporter in Jurkat cells; PMA/ionomycin-induced NF-kB luciferase reporter, luminescence; inhibition, % at 4 µM; 0.53% of 330,000 active
Starred values were filed as active, the others as inactive. Rule as the data show it, unless noted: active = inhibition above about 50%; inactive = the rest. Not all compounds are listed; the hit share may differ from the screen's.

Start of the listing, in advance, 3 compounds:
SMILES,Gli-Sufu antag,SENP8 inh,CCR6 antagonist,EBI2 block,Apaf1 inhib,697 NFkB inh,Jurkat NFkB inh,UBC13 polyUb
CCN(CC)S(=O)(=O)c1ccc(C2=NOC3(C2)N(C)c2ccccc2C3(C)C)cc1 (stereo not drawn),21,-1,3,14,19,-483,-72,11
CC(C)(C)c1ccc(C(=O)NCC(=O)OCC(=O)N2CCCC2)cc1,4,5,-2,2,2,3,7,1
CNS(=O)(=O)c1cccc(C(=O)OCC(=O)N2c3ccccc3CC2C)c1 (stereo not drawn),3,7,10,0,-4,36*,1,1

Main list, repeating the preview:
SMILES,Gli-Sufu antag,SENP8 inh,CCR6 antagonist,EBI2 block,Apaf1 inhib,697 NFkB inh,Jurkat NFkB inh,UBC13 polyUb
CCN(CC)S(=O)(=O)c1ccc(C2=NOC3(C2)N(C)c2ccccc2C3(C)C)cc1 (stereo not drawn),21,-1,3,14,19,-483,-72,11
CC(C)(C)c1ccc(C(=O)NCC(=O)OCC(=O)N2CCCC2)cc1,4,5,-2,2,2,3,7,1
CNS(=O)(=O)c1cccc(C(=O)OCC(=O)N2c3ccccc3CC2C)c1 (stereo not drawn),3,7,10,0,-4,36*,1,1
O=C(COc1ccc2c3c(c(=O)oc2c1)CCC3)N[C@@H](CSCc1ccccc1)C(=O)O,5,3,-8,-4,3,-2,8,-6
CCOc1ccccc1NC(=O)C1Cc2ccccc2CN1S(C)(=O)=O (stereo not drawn),8,-5,-1,3,1,-8,-11,-12
COc1ccc(C2=NS(=O)(=O)N(C)C(C(=O)N3C(C)CCCC3C)=C2)cc1 (stereo not drawn),-6,1,16,5,7,2,15,-2
CC1=NN(C(=O)Cc2ccc([N+](=O)[O-])cc2)C(O)(c2cccnc2)C1 (stereo not drawn),2,7,-11,-10,-10,18,-9,10
CCOc1ccc(NC(=O)CC2C(=O)N(C)C(=S)N2Cc2ccco2)cc1 (stereo not drawn),-30,-7,-4,4,8,5,-18,-8
Cc1cc(NC(=O)c2cc(C3CC3)on2)no1,-31,-1,10,-4,1,-31,-61,2
Cc1ccc(-c2nnc(SCC#CCOC(=O)c3ccco3)o2)cc1,-30,-4,7,-8,8,-3,2,6
CCOC(=O)c1[nH]c(C)c(CN(Cc2ccco2)C(=O)C(F)(F)F)c1C,12,-2,17,16,12,-4,1,6
Cc1[nH]c2ccccc2c1/C=N/NC(=O)CNC(=O)c1ccccc1,8,0,-1,0,6,10,-14,-9
Cc1onc(-c2c(Cl)cccc2Cl)c1C(=O)N1C=CC(C(F)(F)F)=NCC1,-17,-3,14,-30,3,-1,-1,-16
Cc1ccc(C(=O)CCC(=O)NCc2ccccc2)cc1,-11,-3,10,-6,-1,7,-10,2
Nc1nc(SCC(=O)NCC2CCCO2)[nH]c(=O)c1NC(=O)c1ccco1 (stereo not drawn),3,-4,13,-2,15,2,5,-10
Cn1c(CNc2nc3ccccc3n2CCN2CCCCC2)nc2ccccc21,2,1,7,6,7,-9,15,8
Cc1nn(CCCC(=O)NC2CCC(C)CC2)c(=O)c2nn(-c3ccccc3)c(C)c12 (stereo not drawn),-25,9,1,8,3,-8,15,-6
CCN(CC(=O)Nc1ccccc1C(F)(F)F)C(=O)CCc1nc2ccccc2c(=O)[nH]1,-12,-2,5,-8,4,-21,8,-4
COc1cc2c(C)nc3c(c(C)nn3-c3ccccc3)c2cc1OC,8,4,-6,20,-5,5,0,38
CCS(=O)(=O)c1cc([N+](=O)[O-])c(Sc2ccccc2N)s1,-9,2,14,-21,-14,-28,-57,-30
Cc1ccc(SC[C@H](c2ccccc2)N2CCN(CC(C)C)CCC2=O)cc1,36,-2,18,12,19,-9,-25,22
CC(=O)Nc1cc(C)c2nc(NC(C)=O)sc2c1,-25,0,1,9,-11,9,-28,0
Cc1ccc([C@H]2C(C(=O)O)=CC[C@@H](c3cccs3)N2S(=O)(=O)c2ccc(C)cc2)cc1,-2,-4,8,0,13,-4,-14,-29
COC(=O)C(Cc1c[nH]c2ccccc12)NC(=O)c1ccccc1Br (stereo not drawn),-3,-6,12,-21,0,-31,-12,-5
Cc1cc(C)nc(OC(C(=O)O)C(OCCC(C)C)(c2ccccc2)c2ccccc2)n1 (stereo not drawn),2,6,-12,-17,7,-5,-2,-3

Next section
SMILES,Gli-Sufu antag,SENP8 inh,CCR6 antagonist,EBI2 block,Apaf1 inhib,697 NFkB inh,Jurkat NFkB inh,UBC13 polyUb
O=C(N/N=C/c1cccnc1)c1ccc2c(c1)OCCO2,-38,-9,12,-1,-8,-12,-14,6
N#Cc1cc(S(=O)(=O)c2ccc(Cl)cc2)c(N)[nH]c1=O,-7,-4,-7,-2,2,12,-9,15
COc1cc(C(=O)NCc2cc3ccccc3n2C)cc(OC)c1OC,15,-7,22,-5,2,-3,-4,-3
Cc1ccc(N(CC(=O)Nc2ccccc2-c2ccccc2)S(=O)(=O)c2ccccc2)cc1,10,-4,-3,15,13,13,-11,0
CCOC(=O)C(Sc1cc(C)nc(N)n1)C(C)=O (stereo not drawn),-7,3,-3,-6,-3,10,-5,3
CCOc1ccc(NC(=O)CN(C)C(=O)CSC(C)C(=O)Nc2cc(C)on2)cc1OCC (stereo not drawn),-3,-5,-14,2,26,-12,-8,2
Cc1ccc(C)c(Cn2c(C(=O)OC(C)C)cc3c2ccn3C)c1,13,-3,16,4,18,3,-7,3
Cc1nn(C)cc1C(C(=O)NC1CCCCC1)N(C(=O)Cc1cccs1)c1ccc(C(C)C)cc1 (stereo not drawn),2,-2,-3,-7,9,25,2,1
Nc1ncn(C23CC4CC(CC(C4)C2)C3)n1,-1,6,-22,-11,-17,0,3,5
CC(=O)CCS(=O)(=O)c1ccc(Oc2ccc(S(=O)(=O)CCC(C)=O)cc2)cc1,7,8,20,-15,-12,20,17,4
CCOC(=O)c1c(NC(=O)C2C3C=CC(CC3)C2C(=O)O)sc(C)c1C (stereo not drawn),-5,-4,-18,2,3,1,5,9
NC(=O)c1cc([N+](=O)[O-])ccc1NCc1ccccn1,-1,-12,2,-2,1,-25,4,-22
Cc1ccccc1-n1c(=O)c2ccccc2n(CC(=O)NCc2ccco2)c1=O,2,-4,3,-5,-20,11,3,14
Cn1c(NC(=O)c2cccc(C(F)(F)F)c2)cc(=O)n(C)c1=O,2,-1,4,-2,4,6,6,2
COc1ccccc1C(=O)NCCC(=O)Nc1ccc(S(=O)(=O)N2CCC(C)CC2)cc1,-2,4,17,4,15,-18,13,21
CCOc1ccc(S(=O)(=O)N2CCOCC2)cc1NC(=O)CN1C(=O)NC2(CCCCC2)C1=O,-2,12,8,-2,-1,3,-7,-1
O=C(CSCc1ccc(F)cc1)Nc1ccccc1C(=O)N1CCOCC1,3,-1,-1,-2,14,-25,-9,-5
CCOC(=O)C1CN(S(=O)(=O)c2cccc(C(F)(F)F)c2)c2cc(CC(=O)OC)ccc2O1 (stereo not drawn),0,-2,11,7,24,-21,2,-4
CCCCN(CC(=O)NCCOC)C(=O)Cn1nnc2ccccc21,-3,-7,5,-5,0,-1,-8,-3
C=CCn1c(C)c(C(C)=O)c(N2CCN(c3ccccc3)CC2)nc1=S,-7,2,-10,-8,18,-10,-12,-8
COc1cccc(/C=C2\SC(=S)N(CCC(=O)NNC(=O)c3ccccc3OC)C2=O)c1,-13,7,28,-3,18,-2,7,-8
CC(=O)Nc1sc2c(c1CN1CCN(c3ccccn3)CC1)CCCC2,11,-6,3,6,-15,10,11,18
O=C(/C=C/c1ccco1)N1CCN(C/C=C/c2ccccc2)CC1,2,-11,11,63*,10,-19,3,-12
CCOC(=O)C1=C(N)OC2=C(C(=O)CC(C)(C)C2)C1c1cccs1 (stereo not drawn),11,2,-1,3,-3,15,-2,0
COc1ccc(NC(=O)C2CCCN2S(=O)(=O)c2cccc3nsnc23)c(OC)c1 (stereo not drawn),20,-7,18,3,6,-3,-18,-4

Continued:
SMILES,Gli-Sufu antag,SENP8 inh,CCR6 antagonist,EBI2 block,Apaf1 inhib,697 NFkB inh,Jurkat NFkB inh,UBC13 polyUb
Cc1cc([N+](=O)[O-])nn1CC(=O)N(C)C1CCCCC1,10,4,4,-8,-8,15,1,1
CCOc1ccc(CCNC(=O)COC(=O)c2ccc(F)c(S(=O)(=O)N3CCOCC3)c2)cc1OCC,-16,6,11,2,3,27,3,5
Nc1cc(=O)[nH]c(SCC(=O)Nc2nnc(-c3ccccc3)s2)n1,-7,-12,-4,-2,4,7,-6,3
O=C(Nc1ccccc1N1CCCC1)c1cccnc1Cl,2,-1,-11,14,-5,14,-2,5
COc1ccc(Cl)cc1NC(=O)c1ocnc1C,3,-10,-4,-2,-1,17,-1,6
Cc1ccc(Cl)cc1N1CCN(C(=O)Cc2c(C(=O)O)[nH]c3ccccc23)CC1,-8,9,0,6,0,14,-1,-8
COc1cccc(NC(=O)CN(C)C(=O)c2ccc3c(c2)S(=O)(=O)N=C2CCCCCN23)c1,-7,-2,0,-4,7,2,-2,0
CCN(CC)S(=O)(=O)c1cccc(NC(=O)c2cc(-c3cccs3)nn2-c2ccccc2)c1,10,-1,11,36,7,-13,21,2
CC(C)N(CCNCC(O)COc1ccc(C(C)(C)c2ccccc2)cc1)C(C)C (stereo not drawn),25,-13,11,-8,18,-47,-9,26
OCCNc1nc(-c2ccccc2)nc2c1oc1ccccc12,4,7,-6,-3,-7,3,-18,4
CCOc1ccccc1N(CC)C(=O)Cn1ncc2c(=O)oc3ccccc3c21,1,3,6,15,-6,2,10,7
CCS(=O)(=O)N1CCN(C(=O)c2cccc3ccccc23)CC1,3,12,-5,-2,3,11,7,-1
Cc1ccc(Cn2cccc2C2=NC(C)CO2)cc1 (stereo not drawn),-3,6,7,-3,2,17,9,10
COc1ccc(-n2c(CN3CCN(C)CC3)nc3ccc([N+](=O)[O-])cc3c2=O)c(OC)c1,11,-6,-5,-14,4,-5,-18,-8
O=C(CNC(=S)N(CCCN1CCOCC1)Cc1cccs1)NC1CCCC1,5,3,9,-3,-14,12,8,-1
CC(=O)Nc1ccc2nc(SCC(=O)O)sc2c1,5,0,12,1,-1,36*,-9,2
COc1ccccc1Cn1nc(C(=O)O)c2ccccc2c1=O,11,-10,-1,7,8,-39,1,-6
Cc1cccc(Cn2c(SCCN3CCCCC3)nc3c2c(=O)[nH]c(=O)n3C)c1,6,-10,9,-2,14,-8,-12,6
Cc1c(C(=O)NC(c2ccccn2)C(F)(F)F)oc2c(F)cccc12 (stereo not drawn),-1,-8,8,1,8,-8,7,-2
Cc1nc(C(=O)Nc2ccc(Cl)cc2)nn1-c1ccc([N+](=O)[O-])cc1,15,4,10,11,-2,21,19,5
CCOC(=O)c1c(NC(=O)C2C3CCC(O3)C2C(=O)O)sc(C)c1-c1ccc(C)cc1 (stereo not drawn),3,7,-14,-14,8,2,6,-3
CC1S/C(=N/N=C/c2ccco2)N(Cc2ccccc2)C1=O (stereo not drawn),-26,-15,13,27,-1,-40,-27,0
Cc1ccc2c(c1)c(N=Nc1ccc([N+](=O)[O-])cc1)c(O)n2C,51,-8,8,8,12,13,10,-8
CCN(CC)C(=O)CN(c1cccc(OC)c1)S(=O)(=O)c1ccc(C)cc1,2,0,17,-5,-2,9,16,0
CCC(C)Cn1c(C(C)O)nc2ccccc21 (stereo not drawn),-1,3,-11,-4,-8,4,9,-4
O=C(CCCCN1CCCCC1)c1ccccc1,0,2,2,-21,-17,2,2,-4
CCOC(=O)c1nc(-c2ccccc2)oc1N(C)C,6,5,8,0,3,-31,-2,1
Cc1cc(C)n(C2CCCCC2OC(=O)c2ccccc2F)n1 (stereo not drawn),-1,-1,-4,16,2,7,4,8

Copied from the list:
Cc1nc(C(=O)Nc2ccc(Cl)cc2)nn1-c1ccc([N+](=O)[O-])cc1 – 697 NFkB inh = 21
OCCNc1nc(-c2ccccc2)nc2c1oc1ccccc12 – 697 NFkB inh = 3
CCOC(=O)c1nc(-c2ccccc2)oc1N(C)C – Jurkat NFkB inh = -2
CCN(CC)S(=O)(=O)c1cccc(NC(=O)c2cc(-c3cccs3)nn2-c2ccccc2)c1 – EBI2 block = 36
CCS(=O)(=O)N1CCN(C(=O)c2cccc3ccccc23)CC1 – Jurkat NFkB inh = 7
